# From PubChem
# proCasp3 act – activates human procaspase-3; P42574; recombinant procaspase-3 D3A, Ac-DEVD-pNA absorbance 405 nm; activation, % at 8.5 µM; hit rate 0.11% among 330,000;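 active = activation above the mean of all tested compounds plus 3 SD, cut at about 21% in these data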;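 note: 0% = DMSO alone and 100% = DMSO wells spiked with extra 5 µM PC-3 D3A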
#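 Test system: Procaspase-3 D3A mutant, all three cleavage aspartates alanine | Dosing: Single dose, 8.5 µM nominal compound, 0.8% DMSO | Schedule: 1 h preincubation, 2 h reaction | Technique: 405 nm absorbance of p-nitroaniline, reads at 0 and 120 min | Repeats: One well per compound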
# CTSL1 counter – counter-screen for PFM18AAP inhibitors: inhibitors of F. hepatica cathepsin L1 | hit rate 0.49% among 300,000 | inhibition, % at 5.96 µM | recombinant F. hepatica cathepsin L1, Z-Leu-Arg-MCA fluorescence;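 active = inhibition above the mean of all tested compounds plus 3 SD, set per screening campaign, cut at about 17% in these data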;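 note: 0% = plate median of test compound wells and 100% = 1 µM Z-Phe-Ala-diazomethylketone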
# VLA-4 inh – inhibition in a human VLA-4 binding assay; hit rate 0.2% among 330,000; AID 2557; VLA-4 expressing cells, ligand binding flow cytometry; inhibition, % (about 7 µM as worked out from the volumes in the protocol); in the data active = inhibition above about 50%
# procasp7 counter – activates human procaspase-7, counter-screen for procaspase-3 activators. hit rate 0.093% among 330,000. activation, % at 8.5 µM. recombinant procaspase-7, Ac-DEVD-pNA absorbance 405 nm; D23A/D198A/D206A triple mutant, cannot self-cleave; scale: DMSO 0, 5 µM enzyme 100. P55210;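 active = percent activation above the screen-wide mean plus 3 SD, cut at about 25% in these data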
#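 Detection: p-Nitroaniline absorbance at 405 nm, read at 0 and 120 min; system: Uncleavable procaspase-7 mutant enzyme; evaluation: % activation from two-timepoint absorbance difference, scaled to controls; times: 1 h enzyme–compound preincubation and 2 h substrate reaction, both 25 °C; buffer or medium: Zinc-free HEPES pH 7.4 with 300 mM NaCl, 0.01% Triton X-100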
# PP5 primary – inhibitors of human protein phosphatase 5 (PP5). purified PP5c, OMFP substrate fluorescence. inhibition, % at 6.7 µM. hit rate 0.18% among 320,000. AID 1987;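 active = inhibition above the campaign's mean inhibition across all tested compounds plus 3 SD, cut at about 9.5% in these data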;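 note: 0% = DMSO only and 100% = 100 µM cantharidin control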
# HCV core dimer – blocks dimerization of HCV core protein | TR-FRET GST/Flag-core106 dimerization, 1536-well | inhibition, % at 5 µM | hit rate 0.33% among 300,000;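 active = inhibition above the mean of all tested compounds plus 3 SD, set per screening campaign, cut at about 45% in these data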
#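 System: GST/Flag-tagged HCV core106 proteins. Incubation: compound-protein-antibody incubation 4 h at 22.5 °C. Technique: HTRF with 340 nm excitation, 617/671 nm emission. Medium: KF-containing HEPES buffer, pH 7.45, DTT, CHAPS, BSA. Read-out: inhibition (%) from 671 over 617 nm ratio. Also added: Eu(K)-anti-GST 90 ng/mL plus XL665-anti-Flag 1 µg/mL.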
# GRK2 aptamer HTS – inhibitors of human GRK2 displacing RNA aptamer; AID 488847; bead flow cytometry, FAM-aptamer displacement from GRK2; P25098; hit rate 0.59% among 330,000; inhibition of aptamer binding, % at 10 µM;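 active = inhibition of aptamer binding above 40%, roughly 3 SD of noise, on plates passing a quality check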;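 note: median bead fluorescence of bound FAM aptamer so fluorescent compounds give negative values; no value below 0 was filed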
# Target sequence (P25098 whole entry, looked up): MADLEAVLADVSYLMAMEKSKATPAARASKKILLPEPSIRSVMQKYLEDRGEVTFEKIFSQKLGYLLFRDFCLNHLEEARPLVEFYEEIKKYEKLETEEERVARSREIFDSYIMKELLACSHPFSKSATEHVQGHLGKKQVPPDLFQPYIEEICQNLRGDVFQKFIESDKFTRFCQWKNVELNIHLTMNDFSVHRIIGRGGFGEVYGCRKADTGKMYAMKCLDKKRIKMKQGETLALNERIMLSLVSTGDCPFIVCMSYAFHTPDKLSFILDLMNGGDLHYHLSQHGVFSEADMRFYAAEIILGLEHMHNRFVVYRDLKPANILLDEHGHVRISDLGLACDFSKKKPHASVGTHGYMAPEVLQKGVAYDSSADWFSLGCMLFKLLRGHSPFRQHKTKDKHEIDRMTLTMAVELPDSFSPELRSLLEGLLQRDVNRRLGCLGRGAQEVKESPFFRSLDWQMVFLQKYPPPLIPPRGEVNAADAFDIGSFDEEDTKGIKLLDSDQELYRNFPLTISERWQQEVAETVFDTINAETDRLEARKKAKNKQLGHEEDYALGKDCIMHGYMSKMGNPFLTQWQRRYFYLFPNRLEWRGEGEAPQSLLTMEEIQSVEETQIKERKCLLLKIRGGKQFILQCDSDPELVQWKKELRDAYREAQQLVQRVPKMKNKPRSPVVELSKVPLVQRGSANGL
# PP1 inh – blocks human PP1-alpha phosphatase, a PP5 counter-screen. inhibition, % at 6.7 µM. purified PP1alpha, OMFP fluorescence. hit rate 0.9% among 320,000. P62136. AID 2235;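 active = inhibition above the mean inhibition of all tested compounds plus 3 SD, computed separately for each screening campaign, cut at about 15% in these data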
# JMJD2C inh – human JMJD2C demethylase inhibition; Q9H3R0; inhibition, % at 2.35 µM; AID 2099; hit rate 0.069% among 330,000; GST-JMJD2C(1-420) H3K9me3 demethylation, DELFIA europium;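 active = more than half of a compound's replicate wells show inhibition beyond 50%, single wells judged on their own value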;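 note: signal counts dimethyl H3K9 product captured on neutravidin plate; 0% = median of DMSO wells and 100% = 0.3 times that DMSO median; strong numbers were not always called active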
# Target sequence (Q9H3R0 1-420 limits assumed): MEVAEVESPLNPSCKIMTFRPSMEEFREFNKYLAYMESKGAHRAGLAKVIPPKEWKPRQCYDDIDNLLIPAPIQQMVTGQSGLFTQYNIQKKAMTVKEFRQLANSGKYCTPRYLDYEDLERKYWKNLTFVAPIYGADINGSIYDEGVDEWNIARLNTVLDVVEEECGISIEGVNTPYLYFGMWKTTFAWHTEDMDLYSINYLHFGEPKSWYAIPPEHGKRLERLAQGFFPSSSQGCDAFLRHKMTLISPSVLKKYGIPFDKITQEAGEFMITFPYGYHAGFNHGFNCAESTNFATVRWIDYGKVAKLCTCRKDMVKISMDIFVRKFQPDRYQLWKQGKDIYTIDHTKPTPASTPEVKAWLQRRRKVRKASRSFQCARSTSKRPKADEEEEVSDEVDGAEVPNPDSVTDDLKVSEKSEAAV
# Numbers without * were called inactive; . = no result given.
# Values in the order – proCasp3 act	CTSL1 counter	VLA-4 inh	procasp7 counter	PP5 primary	HCV core dimer	GRK2 aptamer HTS	PP1 inh	JMJD2C inh
- O=C(Nc1cccc(O)c1)c1noc2c1CCCCC2
  17	0	5	-5	1.9	-1	0	0	-3
- COC(=O)c1cc(Br)c(=O)n(CCN(C(C)C)C(C)C)c1
  -2	0	6	6	-2.0	1	95*	2	-2
- CCOC(=O)c1c(C)[nH]c(C)c1C(=O)COC(=O)c1ccc(Cl)nc1
  12	.	-2	7	.	.	6	.	2
- Cc1ccc(NC(=O)c2cccc(C(=O)OC(C)C)n2)c(Br)c1
  2	3	0	0	0.6	-6	4	0	-4
- c1ccc2c(c1)ncn2CCn1cnc2ccccc21
  8	-2	4	12	0.7	-5	0	-1	5
- COc1ccc(-c2noc(CCC(=O)O)n2)cc1
  -5	-1	20	-5	-0.8	-7	1	-1	0
- COc1ccc(/C=N/n2cnnc2SCCO)cc1OC
  2	-1	-2	3	-0.2	-2	1	0	5
- Cc1[nH]nc(SCC(=O)N2CCOCC2)c1[N+](=O)[O-]
  -2	3	-13	6	1.8	-6	0	1	-3
- Cc1cc(C(=O)CCC(=O)N2CCN(c3ccccc3F)CC2)c(C)s1
  0	-4	26	-1	-0.1	-1	2	-6	-7
- CCC(C)C(=O)Nc1nccs1 (centres undefined)
  6	0	29	11	2.4	6	0	-6	-9
- Cc1cccc(-n2nc([N+](=O)[O-])c(=NCc3cccnc3)n2O)c1
  -7	2	-7	-5	-0.8	-3	2	-1	0
- CCCCc1nc(Cl)c(CO)n1Cc1ccc(-c2ccccc2-c2nn[nH]n2)cc1
  0	1	11	18	-0.8	6	0	2	-9
- CCN(CC(=O)Nc1ccccc1C(=O)OC)S(=O)(=O)c1ccc(OC)cc1
  6	0	5	7	1.0	3	0	3	6
- CC(=O)Nc1cccc(-c2nnc(SCC(=O)n3c4c(c5ccccc53)CCCC4)n2C)c1
  6	0	-5	15	-0.8	15	2	4	16
- O=C(O)C(CCCCN1C(=O)c2ccccc2C1=O)N1C(=O)c2ccccc2C1=O (centres undefined)
  -2	4	8	1	0.8	2	2	-3	-8
- COc1ncnc(OC)c1S(=O)(=O)Nc1ccc(C(F)(F)F)cc1
  10	2	-4	8	0.6	-8	1	-3	-39
- Cc1ccccc1/C=N/N1C(=O)CSC1=S
  -2	3	1	-26	-1.8	10	0	-2	-3
- COCCNC(=O)c1cccc(NS(=O)(=O)c2cccc3cccnc23)c1
  1	-7	20	5	2.3	7	0	-5	1
- CC(C)n1cnc2c(N(C)c3cccc(Cl)c3)nc(N(CCO)CCO)nc21
  0	-3	1	-4	1.9	4	0	-3	4
- O=C(COC(=O)c1cccs1)Nc1cccc(S(=O)(=O)NC2=NCCCCC2)c1
  -8	-4	21	0	1.4	0	0	-3	-14
- COc1ccc(OC)c(N(CC(=O)NCCSc2ccccc2)S(C)(=O)=O)c1
  15	4	-4	10	0.6	2	2	-5	0
- S=C(Nc1ccccc1)N1CCN(c2ccccn2)CC1
  4	5	5	-3	-1.9	4	2	-4	27
- COc1ccc(OC)c(CC(NC(C)=O)C(=O)NC2CCN(c3nnnn3-c3ccccc3)CC2)c1 (centres undefined)
  0	1	6	-8	-1.6	1	3	-5	8
- Cc1cc(C)cc(NC(=O)Cc2ccc(NC3=NC4CS(=O)(=O)CC4S3)cc2)c1 (centres undefined)
  4	1	-8	4	1.9	3	2	1	-21
- O=C(CSc1nnc(-c2cccs2)n1Cc1ccco1)c1ccc2c(c1)OCO2
  3	-1	4	-15	2.5	12	3	3	-4
- CCOc1ccc(NC(=O)n2ncc3c(C)cccc32)cc1
  6	-2	6	17	1.2	-1	2	2	-11
- COc1cccc2cc(-c3ccnc(=S)[nH]3)oc12
  9	2	-6	3	-2.9	4	0	-2	-8
- N=C1/C(=C\c2ccc(-c3cccc(Cl)c3)o2)C(=O)N=C2SC=C(c3ccccc3)N12
  -11	-9	-12	-14	-8.0	41	0	6	-2
- Cc1ccc(C(=O)NCCSC(C)(C)C)cc1
  4	-3	-9	15	2.2	-2	0	-1	-11
- O=C(Nc1ccc(S(=O)(=O)Nc2ncccn2)cc1)c1cnc(Cl)c(Cl)c1
  -9	5	1	9	1.9	1	12	-3	-12
- Cn1cccc2[nH]c(=O)nc1-2
  3	7	-1	0	-0.1	1	3	-7	4
- CC(C)(C)CC(=O)NC(=S)NCCc1ccccc1
  -2	3	-19	-4	0.5	0	80*	-1	-11
- CCOC(=O)c1c(NC(=O)COC(=O)Cc2c[nH]c3ccccc23)sc(C(=O)N(C)C)c1C
  -4	1	3	8	3.5	7	1	-1	8
- Cc1c(/C=N\NC(=O)c2csc3ccccc23)cnn1C
  -5	1	3	14	1.8	6	0	-5	3
- CCCn1c(=NC(=O)c2ccco2)c(C(=O)OCC)cc2c(=O)n3ccccc3nc21
  -12	1	7	-23	0.6	2	0	1	-1
- COc1ccc(C(=O)OC(C)C(=O)NC2CCCc3ccccc32)cc1OC (centres undefined)
  -8	.	-11	-2	-0.8	.	0	-1	.
- COCCCNCCOCCSc1ccc(Cl)cc1
  5	0	9	2	2.0	-3	0	1	11
- COc1ccc(Nc2nc(N)c([N+](=O)[O-])c(NCc3ccccc3)n2)cc1
  4	3	-10	2	0.5	3	0	3	0
- Cc1nc2nc[nH]n2c(=O)c1NS(=O)(=O)c1ccc(C(C)(C)C)cc1
  1	2	-11	5	0.8	-1	0	-1	4
- Cc1nc(C)c(C(=O)N/N=C/c2c[nH]c3ccccc23)s1
  2	4	21	-2	0.6	-7	7	0	-2

# Structures listed so far containing fluorine, in the order listed:
# Values in the order – proCasp3 act	CTSL1 counter	VLA-4 inh	procasp7 counter	PP5 primary	HCV core dimer	GRK2 aptamer HTS	PP1 inh	JMJD2C inh
- Cc1cc(C(=O)CCC(=O)N2CCN(c3ccccc3F)CC2)c(C)s1
  0	-4	26	-1	-0.1	-1	2	-6	-7
- COc1ncnc(OC)c1S(=O)(=O)Nc1ccc(C(F)(F)F)cc1
  10	2	-4	8	0.6	-8	1	-3	-39

# An excerpt from above in order of number of heavy atoms, low to high:
# Values in the order – proCasp3 act	CTSL1 counter	VLA-4 inh	procasp7 counter	PP5 primary	HCV core dimer	GRK2 aptamer HTS	PP1 inh	JMJD2C inh
- Cn1cccc2[nH]c(=O)nc1-2
  3	7	-1	0	-0.1	1	3	-7	4
- Cc1ccc(C(=O)NCCSC(C)(C)C)cc1
  4	-3	-9	15	2.2	-2	0	-1	-11
- COc1cccc2cc(-c3ccnc(=S)[nH]3)oc12
  9	2	-6	3	-2.9	4	0	-2	-8
- COCCCNCCOCCSc1ccc(Cl)cc1
  5	0	9	2	2.0	-3	0	1	11
- S=C(Nc1ccccc1)N1CCN(c2ccccn2)CC1
  4	5	5	-3	-1.9	4	2	-4	27
- CCOc1ccc(NC(=O)n2ncc3c(C)cccc32)cc1
  6	-2	6	17	1.2	-1	2	2	-11
- Cc1nc2nc[nH]n2c(=O)c1NS(=O)(=O)c1ccc(C(C)(C)C)cc1
  1	2	-11	5	0.8	-1	0	-1	4
- O=C(Nc1ccc(S(=O)(=O)Nc2ncccn2)cc1)c1cnc(Cl)c(Cl)c1
  -9	5	1	9	1.9	1	12	-3	-12
- COc1ccc(C(=O)OC(C)C(=O)NC2CCCc3ccccc32)cc1OC (centres undefined)
  -8	.	-11	-2	-0.8	.	0	-1	.
- O=C(CSc1nnc(-c2cccs2)n1Cc1ccco1)c1ccc2c(c1)OCO2
  3	-1	4	-15	2.5	12	3	3	-4
- N=C1/C(=C\c2ccc(-c3cccc(Cl)c3)o2)C(=O)N=C2SC=C(c3ccccc3)N12
  -11	-9	-12	-14	-8.0	41	0	6	-2
- CCCn1c(=NC(=O)c2ccco2)c(C(=O)OCC)cc2c(=O)n3ccccc3nc21
  -12	1	7	-23	0.6	2	0	1	-1
- CCOC(=O)c1c(NC(=O)COC(=O)Cc2c[nH]c3ccccc23)sc(C(=O)N(C)C)c1C
  -4	1	3	8	3.5	7	1	-1	8
- COc1ccc(OC)c(CC(NC(C)=O)C(=O)NC2CCN(c3nnnn3-c3ccccc3)CC2)c1 (centres undefined)
  0	1	6	-8	-1.6	1	3	-5	8

# Carrying on.
# Values in the order – proCasp3 act	CTSL1 counter	VLA-4 inh	procasp7 counter	PP5 primary	HCV core dimer	GRK2 aptamer HTS	PP1 inh	JMJD2C inh
- O=C(O)c1ccc(NC(=S)NC(=O)c2cccc(COc3ccccc3)c2)cc1
  -10	11	-24	-19	1.0	14	0	14	-13
- Cc1ccc2nc(N(CCCN(C)C)C(=O)c3ccc(S(=O)(=O)N4CCCCCC4)cc3)sc2c1
  7	0	13	0	0.6	-8	0	5	18
- Cc1[nH]nc2c1C(c1ccc(F)cc1)C1=C(CC(C)(C)CC1=O)N2 (centres undefined)
  -7	2	16	5	1.5	-1	0	2	8
- CC(C(=O)N1CCc2ccccc21)N(C)CC(=O)Nc1ccccc1Cl (centres undefined)
  4	.	0	4	1.1	.	0	4	11
- O=C(CSc1nccc(=O)[nH]1)Nc1cccc(S(=O)(=O)N2CCOCC2)c1
  3	-4	-3	2	0.4	3	1	-5	8
- CCOC(=O)CCNC(=O)Nc1ccc2nc(C)n(Cc3cccc(Cl)c3)c(=O)c2c1
  3	1	1	0	1.8	1	0	-1	4
- Cc1nc2ccccc2c(=O)n1/N=C/c1c(O)ccc2oc3c(c12)CCCC3
  -1	1	-2	9	1.6	14	0	-4	8
- c1ccc(-n2ncc3c2ncn2nc(CSc4nc5ccccc5s4)nc32)cc1
  6	2	9	11	-0.2	0	4	-5	.
- Clc1ccc2[nH]c3c(NCCCN4CCOCC4)ncnc3c2c1
  2	-3	31	-8	4.4	5	1	-2	-10
- Clc1cccc(N/N=C/c2ccc(N3CCOCC3)cc2)c1
  -13	1	1	-5	0.7	14	3	-1	-2
- CC1CCCC(C)N1C(=O)CN1c2cccc3cccc(c23)S1(=O)=O (centres undefined)
  -1	.	-8	15	.	.	5	.	7
- CC(C)(C)NC(=O)CN(C(=O)C1(C)CC(=O)N=C2C=CC=CN21)C1CCCC1 (centres undefined)
  0	-4	2	1	3.4	-3	0	-1	-4
- c1cnc(N2CC[N+]3(CCCC3)CC2)nc1
  8	0	7	13	-0.7	2	1	1	1
- COc1ccc(C(=O)NNC2=NCCCCC2)cc1
  7	3	4	-1	4.2	-2	0	0	11
- O=C(Nc1ccccc1C(=O)NCCCn1ccnc1)c1ccccc1
  -3	3	-11	9	0.8	-3	0	0	-49
- CCOc1cc(C(=O)OCC(=O)c2c[nH]c3ccccc23)ccc1OCC(=O)N1CCOCC1
  6	-1	-6	10	3.3	-3	0	-2	13
